# Assay outcomes deposited in PubChem by National Center for Advancing Translational Sciences (NCATS).
# Tb PFK block = inhibitors of T. brucei phosphofructokinase; 0.17% of 330,000 active; T. brucei PFK, ADP-Glo luminescence; Potency, µM (doses to about 57.5 µM), for inactives: at the top dose activity, negative = inhibition, most hits filed as inhibitors; O15648;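 note: potency is the fitted concentration of half-maximal effect; 0% = uninhibited 1x PFK enzyme wells and -100% = no-enzyme wells; nearly all actives have a fitted effect of over 60% in size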
# Target sequence (O15648 whole entry, looked up): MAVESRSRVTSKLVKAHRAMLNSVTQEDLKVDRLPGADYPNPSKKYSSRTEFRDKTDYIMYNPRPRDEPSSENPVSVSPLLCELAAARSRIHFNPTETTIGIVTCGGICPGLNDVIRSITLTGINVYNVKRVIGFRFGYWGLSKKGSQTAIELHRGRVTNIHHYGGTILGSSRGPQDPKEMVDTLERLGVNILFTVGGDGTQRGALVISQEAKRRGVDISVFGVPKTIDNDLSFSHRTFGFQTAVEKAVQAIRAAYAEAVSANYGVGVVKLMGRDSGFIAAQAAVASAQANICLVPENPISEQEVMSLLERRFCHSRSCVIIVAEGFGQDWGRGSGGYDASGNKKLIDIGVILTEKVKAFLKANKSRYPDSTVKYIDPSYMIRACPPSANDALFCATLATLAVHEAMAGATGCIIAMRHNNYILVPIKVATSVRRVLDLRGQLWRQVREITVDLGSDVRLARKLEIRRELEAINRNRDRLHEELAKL
#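 ADP-Glo luminescence quantified ADP after 45 min at room temperature, with 1.25 nM T. brucei PFK, 0.1 mM ATP and 0.5 mM fructose-6-phosphate in pH 8.0 TEA buffer. qHTS titrations up to 57 µM; curves classified by quality.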
# uPA generation = blocks generation of uPA at the cell surface | cell surface uPA generation assay, qHTS | Potency, µM (top dose mostly 38.3 µM), for inactives: at the highest dose activity change, negative = inhibition, hits mostly inhibitors | 0.31% of 330,000 active | AID 540303; active = well fitted inhibition curve with a large enough effect; inconclusive = small, poorly fitted or top-dose-only effect; inactive = no such curve, though single readings can be large or run the other way; tested in mouse RAW 264.7 cells; note: potency is the fitted concentration of half-maximal effect; % is set by controls: 0 for no effect and ±100 for the full control effect; nearly all actives have a fitted effect of over 55% in size
# FLuc modulator = counter-screen for miR-21 project: firefly luciferase inhibitors or activators; P08659; Potency, µM (series often up to 57.5 µM), without a hit: top-dose activity change, negative = inhibition, actives largely listed as inhibitors; 6.9% of 360,000 active; purified FLuc, Km substrates, luminescence inhibition;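 note: potency is the fitted concentration of half-maximal effect; plate controls were vehicle for no effect and reference inhibitor for full effect; nearly all actives have a fitted effect of over 55% in size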
# Target sequence (P08659 whole entry, looked up): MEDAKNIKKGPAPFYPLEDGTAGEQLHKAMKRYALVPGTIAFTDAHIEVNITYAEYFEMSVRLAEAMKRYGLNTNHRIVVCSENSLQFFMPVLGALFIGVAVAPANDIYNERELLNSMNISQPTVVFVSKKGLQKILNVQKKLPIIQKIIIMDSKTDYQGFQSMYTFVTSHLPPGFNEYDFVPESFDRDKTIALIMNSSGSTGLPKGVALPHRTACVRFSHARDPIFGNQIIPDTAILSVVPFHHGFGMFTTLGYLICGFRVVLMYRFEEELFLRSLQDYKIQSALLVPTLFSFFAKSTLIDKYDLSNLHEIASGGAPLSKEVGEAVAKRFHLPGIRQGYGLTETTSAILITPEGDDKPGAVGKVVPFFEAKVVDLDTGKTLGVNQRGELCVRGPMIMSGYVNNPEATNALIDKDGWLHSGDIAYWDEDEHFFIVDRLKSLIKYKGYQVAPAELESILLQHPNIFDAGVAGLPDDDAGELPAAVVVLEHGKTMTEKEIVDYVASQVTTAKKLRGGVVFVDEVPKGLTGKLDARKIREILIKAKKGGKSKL
#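 Purified P. pyralis luciferase (10nM final) with 10uM D-luciferin and 10uM ATP (Km levels) in 50mM Tris acetate pH 7.5, 10mM Mg acetate, 0.01% Tween-20, 0.05% BSA; qHTS 6-point titration, ~60 µM downward; luminescence read.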
# Giardia kill = kills Giardia lamblia; Giardia lamblia trophozoite viability; 0.15% of 340,000 active; activity change, % at 7.66 µM, hits read low; in the data active = activity change below about -80%; inconclusive = between about -30% and that limit;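 note: parasites exposed to compound for two days anaerobically before the ATP read; % is set by controls: 0 for no effect and ±100 for the full control effect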
#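 Compounds were tested on trophozoites seeded at 100 cells/well and held 48 hrs at 37 deg C anaerobically. An ATP-based luminescent kit measured the remaining live cells.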
# FBPA coupling cs = counter-screen for Giardia aldolase inhibitors: coupling enzyme system; coupling enzyme system counterscreen, AmpLite Red fluorescence; activity change, negative = inhibition, % at 58.2 µM, hits read low; 0.67% of 290,000 active; in the data active = activity change below about -30%; note: % is set by controls: 0 for no effect and ±100 for the full control effect
#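 Fluorescence at 525 nm excitation and 598 nm emission measured inhibition of the coupled detection system without aldolase. Compounds (at 57.5 uM final) were preincubated 10 min at room temperature with coupling enzyme reagent before a 20 min substrate/AmpLite Red step.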
# KCNH2 3.1 inh = KCNH2 3.1 (human) potassium channel inhibition; U2OS KCNH2 3.1, thallium flux FluxOr; active compounds read low; activity change, % (tested at about 1.8 µM); 0.95% of 340,000 active;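 active = maximum activity change below -70%; inconclusive = maximum activity change from -70% to -50%; inactive = maximum activity change above -50%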;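 note: thallium influx rate constant from kinetic fluorescence after stimulation buffer; % is set by controls: 0 for no effect and ±100 for the full control effect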
#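 Normalized rate constant (relative to positive and negative DMSO controls) derived from a 2 min kinetic fluorescence read after stimulation; U2OS cells expressing the 3.1 isoform via virus at 1.77 x 10^8 /mL.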
# NPC1 prom act = NPC1 promoter activation. Huh7 NPC1 promoter luciferase reporter, 24 h. 2.4% of 320,000 active. Potency, µM (top dose mostly 9.22 µM), for the others: at the highest dose activation, hits mostly activators;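 note: potency is the fitted concentration of half-maximal effect; % of control where 0% means no effect; nearly all actives have a fitted effect of over 60% in size; reporter is driven by a mutant NPC1 promoter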
#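 Stable NPC1-promoter luciferase Huh7 line; cpd (DMSO) 24 h, 37 °C, 5% CO2; Amplite luciferase reagent 10 min RT; luminescence readout. qHTS format.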
# ELG1 genotoxic = induces genotoxicity in HEK293T cells with luciferase-tagged ELG1 | HEK293T ELG1-luciferase reporter, luminescence, 16 h | Potency, µM (highest dose often 46 µM), without a hit: at the top dose activity change, positive = activation, usual class: activators | 1.3% of 330,000 active | AID 504466; note: potency is the fitted concentration of half-maximal effect; % of control where 0% means no effect; nearly all actives have a fitted effect of over 60% in size
#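 Luminescence read-out: rising ELG1-luciferase signal, reflecting elevated ELG1 protein under genetic stress, flags genotoxic compounds. Cells were treated for 16 hr at 37 °C before ONE-Glo detection.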
# Rab9 promoter act = Rab9 promoter activation; Huh7 Rab9 promoter-luciferase reporter, luminescence, 24 h; Potency, µM (top dose mostly 9.22 µM), for inactives: at the top dose activation, negative = inhibition, most hits filed as activators; 2.8% of 320,000 active; AID 485297; note: potency is the fitted concentration of half-maximal effect; % of control where 0% means no effect; nearly all actives have a fitted effect of over 60% in size
#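 Luminescence from Amplite-detected luciferase (10 minutes, ambient) reports Rab9 promoter activation. Before that, stable Rab9-luciferase Huh7 cells (1500/well, reduced-serum OP-MEM I plus 10% FBS) were exposed to compound for 24 hours at 37C.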
# Gal4-VP16 FLuc = inhibits Gal4-VP16 luciferase reporter, ROR gamma counter-screen | Potency, µM (highest dose often 53.6 µM), inactives show top-dose activity, negative = inhibition, most hits filed as inhibitors | Drosophila S2 Gal4-VP16 UAS-luciferase, luminescence, 20 h | 3.5% of 310,000 active | AID 2546;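 note: Gal4-VP16 expression switched on by copper sulfate through the metallothionein promoter; potency is the fitted concentration of half-maximal effect; % is set by controls: 0 for no effect and ±100 for the full control effect; nearly all actives have a fitted effect of over 50% in size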
# RORg inh = ROR gamma (mouse) transcription inhibition | Drosophila S2 Gal4-RORgamma UAS-luciferase reporter, 20 h | Potency, µM (highest dose often 53.6 µM), for inactives: at the top dose activity change, negative = inhibition, most hits filed as inhibitors | 5.4% of 310,000 active | AID 2551; note: potency is the fitted concentration of half-maximal effect; % is set by controls: 0 for no effect and ±100 for the full control effect; nearly all actives have a fitted effect of over 60% in size
#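 Stable Schneider cell line, Gal4 DNA-binding domain fused to ROR gamma, UAS-luciferase. Cmpd 1 hr RT → CuSO4 700 uM final → 20 hr RT → luciferase reagent 10 min → luminescence.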
# * marks the source's active call; other numbers are inactive results; ? = inconclusive; / = no result given; & = joins results of further samples; [ ] = remark or other dose. Unless noted, calls come from the whole dose curve; as a rule, active = well fitted curve in the direction sought with a large enough effect; inconclusive = small, poorly fitted or top-dose-only effect, or another doubt; inactive = no such curve, though single readings can be large; an effect the other way counts as inactive or inconclusive. Compounds were not picked by outcome. Share with any hit: about 14%.
SMILES,Tb PFK block,uPA generation,FLuc modulator,Giardia kill,FBPA coupling cs,KCNH2 3.1 inh,NPC1 prom act,ELG1 genotoxic,Rab9 promoter act,Gal4-VP16 FLuc,RORg inh
O=C(COC(=O)C1CCN(S(=O)(=O)c2ccc3c(c2)OCCO3)CC1)Nc1cc(C(F)(F)F)ccc1Cl,8.3%,7.7%,1.2%,-3.1,0.9,-22.8,0.4%,-0.6%,0.4%,-2.6%,13.9%
COc1ccc(NC(=O)COc2ccc(/C=C/c3cc[n+](C)cc3)cc2OC)cc1,1.9%,0.4%,-0.7%,-17.8,0.5,-7.6,-1.9%,-3.9%,0.0%,-1.9%,-34.4%
O=c1cc(Cn2ccnc2)c2cc(O)ccc2o1,-1.3%,-2.2%,3.0%,-4.9,0.5,2.4,-0.4%,1.2%,2.0%,-3.4%,-6.3%
CCCCCCCCCCOC(=O)Cn1c(COc2cccc(OC)c2)[n+](C)c2ccccc21,13.7%,-10.9%,0.0%,13.4,1.5,-17.1,1.3%,-9.1%,-5.3%,?,?
O=S(=O)(Nc1ccc2cn[nH]c2c1)c1ccc(Cl)cc1,-3.3%,5.8%,-0.3%,15.6,-1.6,-21.3,3.0%,-4.4%,1.6%,0.0%,20.9%
O=C(CSc1nnc(N2CCOCC2)n1-c1cccc(F)c1)N1CCN(c2ccccn2)CC1,-1.5%,-4.3%,1.9%,5.2,/,2.0,-4.3%,0.9%,-1.9%,/,/
Cc1ccc([C@H]2C(C(=O)O)=CC[C@@H](c3ccc(C)cc3)N2S(=O)(=O)c2ccc(C)cc2)cc1,0.6%,0.8%,/,?,/,-11.0,/,0.0%,/,/,/
COc1ccc([C@H]2CC(=O)C=C(c3cc(F)ccc3OC)C2)cc1,6.7%,?,1.6%,-11.2,/,-17.5,-5.4%,0.7%,-8.7%,/,/
Cc1nn(C(C)C(=O)O)c(C)c1[N+](=O)[O-] (stereo not given),5.5%,-0.1%,1.7%,-9.2,0.2,4.3,-2.8%,2.2%,-0.8%,-7.3%,?
O=C(CN1C(=O)S/C(=C\c2ccccn2)C1=O)Nc1ccccc1,-11.7%,0.6%,0.6%,-10.4,/,-0.7,-2.8%,16.7%,1.0%,-4.2%,-11.0%
O=C1[C@H]2[C@H](ON3CCCC[C@H]23)C(=O)N1c1cccc(C(F)(F)F)c1,-0.8%,0.2%,-1.4%,-3.3,-0.7,-22.5,-0.5%,-0.3%,-1.8%,2.7%,3.3%
NS(=O)(=O)c1ccc(NC(=S)NNC(=O)c2cccs2)cc1,-23.3%,5.1%,?,-0.8,0.8,-1.4,1.4%,1.2%,-0.1%,-12.7%,8.2%
COc1ccccc1CNC(=O)Cn1c(=O)oc2cc(S(=O)(=O)N3CCCC3)ccc21,-4.7%,-8.1%,-0.7%&-5.8%,3.2,-0.4,33.0,-1.5%,-2.3%,0.3%,-8.4%,38.2%
CCCCNC(=O)CSc1nnc(-c2ccc(S(=O)(=O)N3CCCC3)cc2)n1C,0.6%,-1.3%,3.6%,-1.2,2.6,15.1,-2.5%,-0.8%,4.6%,-16.7%,-43.5%
O=C(CSc1ccccc1)Nc1ccc(N2CCOCC2)c(F)c1,-4.8%,-18.7%,?,-0.8,/,-2.0,3.55µM*,?,3.16µM*,-10.0%,20.6%
C=CCn1c(COc2ccccc2F)nnc1SCC(=O)NC(=O)NCc1ccco1,-24.1%,-2.0%,1.3%,-8.7,1.3,6.8,2.3%,2.5%,10.7%,2.7%,-7.6%
Cn1c(/C(C#N)=C/c2cccc(O)c2)nc2ccccc21,0.1%,-11.5%,13.5µM*,16.3,-0.4,-0.9,27.6%,?,?,-10.1%,-11.0%
O=C(NCCc1cn2ccccc2n1)c1cc(COc2ccc3ncccc3c2)on1,-0.9%,-25.1%,?,4.1,0.3,7.6,-15.5%,-14.8%,-13.5%,?,-83.8%
COC(=O)c1c(NC(=O)c2ccccc2)sc(Cc2ccccc2)c1C,-0.8%,5.7%,0.9%,-7.3,-0.4,-1.1,-2.6%,0.6%,-1.7%,-3.2%,1.6%
COc1ccc(NC(=O)c2cc(C3CC3)nc3c2cnn3C(C)C)cc1OC,-9.8%,26.5%,2.0%,42.0[activator],/,6.0,1.6%,1.3%,-0.4%,/,/
NC(=O)C1CCN(C(=O)c2ccc(Oc3cc(Cl)cc(Cl)c3)o2)CC1,0.0%,13.8%,-3.5%,13.4,0.0,12.3,2.2%,0.5%,1.4%,7.2%,12.6%
CCc1ccc2[nH]c(=O)c(CN(CCN(C)C)C(=S)NCc3ccco3)cc2c1,-13.0%,0.7%,-2.3%,25.7,-0.3,-0.9,-5.3%,-5.3%,-8.0%,-5.1%,2.5%
COc1ccc(N)c2c1C(=O)c1ccccc1C2=O,2.0%,-7.9%,23.9µM*,-3.9,-3.5,-97.9*,23.4%,?,?,-23.2%,-28.1%
Cc1ccc(C(=O)Nc2nnc(CC(=O)N/N=C/c3ccc(O)c(O)c3)s2)cc1,?,8.0%,4.78µM*,-24.3,-3.8,1.6,19.9%,5.9%,-4.6%,2.9%,9.6%
COc1ccc(-c2csc(N3CCN(c4cc5c(cc4Cl)nc(-c4ccncc4)n5CCOCCO)CC3)n2)cc1,-7.3%,0.4%,2.3%,-13.8,-2.7,-9.0,-0.1%,-6.0%,-1.8%,-0.8%,4.3%

# More results
SMILES,Tb PFK block,uPA generation,FLuc modulator,Giardia kill,FBPA coupling cs,KCNH2 3.1 inh,NPC1 prom act,ELG1 genotoxic,Rab9 promoter act,Gal4-VP16 FLuc,RORg inh
COc1ccc2[nH]c(=O)c(CN(CCO)S(=O)(=O)c3c(C)ccc4nsnc34)cc2c1,0.1%,-0.5%,4.9%,23.8,-0.8,-14.3,4.6%,-5.6%,-1.8%,0.4%,-20.2%
COC(=O)c1cc(S(=O)(=O)NCC2CCN(CCc3cccs3)CC2)c[nH]1,-2.9%,0.5%,2.7%,26.8,1.3,-48.5,-7.2%,-2.2%,-1.2%,1.0%,-4.9%
COc1cccc(C(C(=O)NC(C)(C)C)N(C(=O)CCC(=O)Nc2cc(C)on2)c2ccc3c(c2)OCCO3)c1OC (stereo not given),-1.7%,-29.4%,3.8%,2.1,0.5,6.9,1.1%,-1.6%,8.7%,5.8%,11.1%
COc1ccc(Nc2ccccc2NC(=O)c2ccccc2Br)cc1,1.4%,4.0%,5.9%,4.5,0.1,2.0,1.5%,-11.0%,-4.3%,-14.2%,-0.7%
CCCCCC1CCC(c2n[nH]c(=S)n2C)CC1 (stereo not given),-7.7%,5.5%,-0.8%,-18.9,1.4,-20.4,1.7%,-2.8%,-8.6%,3.98µM*,?
N=c1n(CC(=O)c2ccc([N+](=O)[O-])cc2)c2ccccc2n1Cc1ccc(Cl)cc1,-0.1%,-0.3%,6.8%,-18.1,-0.3,7.1,-9.6%,-5.5%,-3.4%,-2.0%,?
O=C(NC(=O)c1c(Cl)cccc1Cl)Nc1ccc(Oc2cccnc2)nc1,0.4%,2.3%,2.8%,-19.2,0.8,13.1,2.9%,-3.2%,-3.4%,-5.4%,?
Cc1nnc(SCC(=O)NCC2CCCO2)n1-c1ccccc1 (stereo not given),-9.5%,3.9%,2.2%,7.8,0.3,-1.1,0.6%,-0.3%,2.9%,3.1%,0.0%
CCOC(=O)C1(Cc2cccc(OC)c2)CCN(Cc2cccn2-c2nccs2)CC1,6.1%,1.0%,-0.6%,0.9,1.4,-100.9*,-3.4%,-9.4%,-15.3%,12.2%,-24.4%
CCC(Sc1nc2ncccc2[nH]1)C(=O)NC1CCCC1 (stereo not given),0.1%,0.5%,5.0%,6.6,-0.6,14.6,-0.7%,5.3%,-4.0%,-8.1%,3.5%
CC(=O)Nc1ccc(C(=O)n2nc(C)cc2C)cc1,5.0%,/,0.3%,3.0,-3.3,-4.7,6.7%,3.8%,-2.2%,-3.2%,5.1%
CC1CCN(C(c2nnnn2CCc2ccccc2)C(C)C)CC1 (stereo not given),-5.2%,13.1%,0.5%,18.5,-2.7,6.2,-5.1%,-1.6%,-8.2%,-4.1%,6.8%
COc1ccc(NC(=O)c2cccc(N3C(=O)NC4CC3(C)Oc3ccccc34)c2)cc1 (stereo not given),-7.0%,-0.5%,?,11.1,1.4,-19.1,-0.2%,-7.2%,1.1%,-0.7%,7.9%
CC(=O)NCC(=O)N(C)C(C(=O)Nc1ccc2c(c1)OCCO2)c1ccccc1 (stereo not given),0.1%,0.4%,-1.2%,-2.5,1.0,-4.8,-0.3%,4.3%,7.4%,-18.4%,-8.8%
CCCCn1c(SCC(=O)N2c3ccccc3Sc3ccccc32)nc2c1c(=O)n(C)c(=O)n2C,-3.3%,-13.9%,-0.5%,-1.1,3.7,-39.5,-5.0%,-4.7%,0.2%,4.1%,?
